ALDH1A1 block = qHTS Assay for Inhibitors of Aldehyde Dehydrogenase 1 (ALDH1A1); Aldehyde dehydrogenase 1A1 (Homo sapiens), P00352; Purified ALDH1A1, NADH fluorescence, propionaldehyde substrate; Potency, µM (doses to about 75.3 µM), without a hit: top-dose activity, negative = inhibition, actives largely listed as inhibitors; hit rate 7.3% among 220,000; AID 1030, 2008; active = well fitted inhibition curve with a large enough effect, not every such curve was filed as active; inconclusive = small, poorly fitted or top-dose-only effect, or another doubt; inactive = no such curve, though single readings can be large or run the other way;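 note: plate controls were no enzyme wells and a reference inhibitor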
RECQ1 helicase = qHTS Assay for Inhibitors of RecQ-Like Dna Helicase 1 (RECQ1); RECQ1 DNA unwinding, red fluorescence kinetic read; Potency, µM (doses to about 57.3 µM), without a hit: at the highest dose activity, negative = inhibition, usual class: inhibitors; hit rate 0.54% among 240,000; AID 2549, 2010;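 note: plate controls were vehicle for no effect and no enzyme for full effect; nearly all actives have a fitted effect of over 30% in size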
Target sequence (P46063 whole entry, looked up): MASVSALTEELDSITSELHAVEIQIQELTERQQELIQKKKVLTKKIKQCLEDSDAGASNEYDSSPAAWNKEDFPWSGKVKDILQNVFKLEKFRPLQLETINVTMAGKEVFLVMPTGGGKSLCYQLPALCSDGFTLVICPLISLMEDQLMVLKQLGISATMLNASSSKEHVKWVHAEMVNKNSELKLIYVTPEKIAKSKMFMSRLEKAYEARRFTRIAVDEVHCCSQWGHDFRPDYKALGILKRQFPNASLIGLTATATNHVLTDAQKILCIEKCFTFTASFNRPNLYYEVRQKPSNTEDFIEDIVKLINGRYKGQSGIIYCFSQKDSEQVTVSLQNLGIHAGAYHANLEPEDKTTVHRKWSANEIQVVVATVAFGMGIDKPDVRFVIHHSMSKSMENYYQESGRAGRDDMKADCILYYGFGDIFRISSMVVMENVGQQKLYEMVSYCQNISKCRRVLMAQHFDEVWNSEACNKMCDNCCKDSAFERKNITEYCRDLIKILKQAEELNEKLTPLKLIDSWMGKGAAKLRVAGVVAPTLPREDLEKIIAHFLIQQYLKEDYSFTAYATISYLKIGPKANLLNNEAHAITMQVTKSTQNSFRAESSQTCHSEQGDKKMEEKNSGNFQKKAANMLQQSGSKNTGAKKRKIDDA
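50 nM RECQ1T1 preincubated 15 min with compound in Tris pH 8.0 buffer with MgCl2, DTT, Tween-20 and 2.5 ug/ml poly(dI-dC); started with 200 nM TAMRA/BHQ-2 forked duplex and 2 mM ATP. Unwinding read as fluorescence (525/598 nm), two reads 2 h apart.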
RGS12 GoLoco inh = qHTS Assay for Inhibitors of RGS12 GoLoco Motif Activity (Red Fluorophore) | Guanine nucleotide-binding protein G(i) subunit alpha-1 (Homo sapiens), P63096 | Gai1:RGS12 GoLoco peptide FP, rhodamine, 10 min | Potency, µM (highest dose often 61.6 µM), without a hit: at the top dose activity, negative = inhibition, hits mostly inhibitors | hit rate 0.44% among 230,000 | AID 880, 2007; active = well fitted inhibition curve with a large enough effect, not every such curve was filed as active; inactive = no such curve, though single readings can be large or run the other way; note: % is set by controls: 0 for no effect and ±100 for the full control effect; nearly all actives have a fitted effect of over 30% in size; many of its hits are not listed in these tables
Target sequence (P63096 whole entry, looked up): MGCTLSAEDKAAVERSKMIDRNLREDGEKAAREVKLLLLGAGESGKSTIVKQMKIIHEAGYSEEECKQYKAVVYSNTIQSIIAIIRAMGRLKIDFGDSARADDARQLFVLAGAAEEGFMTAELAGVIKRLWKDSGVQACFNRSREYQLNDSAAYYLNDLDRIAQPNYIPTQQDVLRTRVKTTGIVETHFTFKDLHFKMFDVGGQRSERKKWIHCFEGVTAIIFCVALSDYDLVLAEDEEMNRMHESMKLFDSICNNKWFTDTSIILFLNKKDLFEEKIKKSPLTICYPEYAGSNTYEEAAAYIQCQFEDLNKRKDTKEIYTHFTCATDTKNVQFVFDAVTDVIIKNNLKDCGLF
TR SRC2 fluor cs = Total Fluorescence Counterscreen for Inhibitors of the Interaction of Thyroid Hormone Receptor and Steroid Receptor Coregulator 2 | AID 1479, 2009 | TRb/SRC2 Texas Red total fluorescence interference | hit rate 0.29% among 280,000 | Potency, µM (top dose mostly 106 µM), for inactives: at the top dose fluorescence change, negative = quenching; active = well fitted curve in either direction with a large enough effect; inconclusive = small, poorly fitted or top-dose-only effect; note: % is set by controls: 0 for no effect and ±100 for the full control effect
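Human TRb ligand-binding domain at 0.6 uM with 20 nM Texas Red SRC2 peptide in Tris buffer containing 1 uM T3 and 5% DMSO, incubated with compound 5 h at ambient temperature. Total fluorescence (555/632 nm) calculated as parallel + 2 × perpendicular.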
KDM4E inh = qHTS Assay for Inhibitors of Human Jumonji Domain Containing 2E (JMJD2E); Lysine-specific demethylase 4E (Homo sapiens), B2RXH2; JMJD2E catalytic domain, FDH-coupled NADH fluorescence (FDH is formaldehyde dehydrogenase); Potency, µM (series often up to 57.1 µM), for inactives: at the top dose activity change, negative = inhibition, actives largely listed as inhibitors; hit rate 1.6% among 230,000; AID 2147, 2009; active = well fitted inhibition curve with a large enough effect, not every such curve was filed as active; inconclusive = small, poorly fitted or top-dose-only effect, or another doubt; inactive = no such curve, though single readings can be large or run the other way;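 note: 0% = wells with enzyme and -100% = buffer wells without enzyme; nearly all actives have a fitted effect of over 50% in size; many of its hits are not listed in these tables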
TRb-SRC2 inh = qHTS for Inhibitors of the Interaction of Thyroid Hormone Receptor and Steroid Receptor Coregulator 2; Thyroid hormone receptor beta (Homo sapiens), P10828; TRbeta-SRC2 peptide binding, fluorescence polarization; receptor liganded with 1 µM T3; Potency, µM (titrated, usually from 106 µM), for inactives: at the top dose activity change, negative = inhibition, hits mostly inhibitors; hit rate 0.065% among 280,000;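 note: plate controls were bound peptide for no effect and peptide without receptor for full effect; nearly all actives have a fitted effect of over 50% in size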
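Fluorescence polarization of 20 nM Texas Red SRC2 peptide with 0.6 uM human TRb ligand-binding domain, in Tris buffer with 1uM T3 and 5% DMSO. Incubated 5 hr ambient; normalized to unbound and bound controls.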
SMN2 splice up = qHTS Assay for Enhancers of SMN2 Splice Variant Expression; HEK293 SMN2-luciferase splicing reporter, luminescence, 30-36 h; Potency, µM (highest dose often 46.1 µM), for inactives: top-dose activity change, positive = activation, usual class: activators; hit rate 2.8% among 210,000; AID 1458, 2008; note: % of control where 0% means no effect; nearly all actives have a fitted effect of over 55% in size
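qHTS luciferase splicing reporter: luminescence rises when SMN2 exon 7 is included in transfected HEK293 cells. Compound exposure lasted 30-36 h at 37C, with 4.5 mM final sodium butyrate as control, followed by a ONE-Glo read.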
Lamin A splicing = qHTS Assay for Modulators of Lamin A Splicing; Potency, µM (highest dose often 46.1 µM), for the others: at the top dose ratio change, negative = inhibition, usual class: inhibitors; HeLa LMNA splicing GFP/RFP minigene ratio, 48 h; AID 1487, 2009; hit rate 0.01% among 200,000; active = well fitted inhibition curve with a large enough effect in the signal ratio, with a control signal flat, not every such curve was filed as active; inconclusive = small, poorly fitted or top-dose-only effect, or effect the other way, or a change in a side signal; the % refers to the signal ratio; note: % is set by controls: 0 for no effect and ±100 for the full control effect
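S3 HeLa cells stably expressing lamin A-EGFP splicing minigene plus DsRed2, 600 cells/well, 48 h compound exposure at 37C. Laser-scanning cytometry; analysed as GFP (500-530 nm)/RFP (575-640 nm) total intensity ratio; 0.5% DMSO vehicle.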
Starred values were filed as active, the others as inactive; i = inactive; ? = inconclusive; . = not tested or not shown; & = joins results of further samples; [ ] = remark or other dose. Unless noted, calls come from the whole dose curve; as a rule, active = well fitted curve in the direction sought with a large enough effect; inconclusive = small, poorly fitted or top-dose-only effect, or another doubt; inactive = no such curve, though single readings can be large; an effect the other way counts as inactive or inconclusive. Potency is the fitted concentration of half-maximal effect. This is a subset; the hit share may differ from the screen's.

Structure | ALDH1A1 block | RECQ1 helicase | RGS12 GoLoco inh | TR SRC2 fluor cs | KDM4E inh | TRb-SRC2 inh | SMN2 splice up | Lamin A splicing
Cn1c(C(=O)Nc2ccc3c(c2)OCCO3)cc2sccc21 | -1% | -11% | -1% | -1% | -3% | 6% | 7.1µM* | -5%
O=C(CCCCCN1C(=O)c2cccc3cccc(c23)C1=O)NCCO | ? | i | 2% | 1% | ? | -3% | -15% | -9%[46 µM]
COc1ccc(OC)c(C(=O)CSc2nnc(Cc3cccs3)n2C)c1 | 22µM* | -10% | 8% | -3% | ? | -3% | 8% | 10%
Cc1ccc(-n2c(SCC(=O)NCc3ccco3)nc3c([nH]c4ccccc43)c2=O)cc1 | ? | i | 7% | -1% | ? | 4% | . | .
COc1cccc(/C=N/NC(=O)C[n+]2ccccc2)c1O | 2% | ? | 5% | -1% | 14µM* | 6% | 18% | ?
COc1cccc(C(C(=O)Nc2ccc(F)cc2)N(C(=O)Cn2nnc3ccccc32)C2CC2)c1 (stereo not given) | 3% | -9% | 4% | -6% | 6% | -4% | 3% | 11%
COc1ccc(CC(=O)Nc2ccc(-c3cn4cccc(C)c4n3)cc2)cc1OC | ? | -8% | 9% | -4% | ? | -13% | -28% | -15%
CCCN1Cc2cccc(C(=O)Nc3ccc(C)cc3)c2C1=O | 20% | i | 9% | 6% | 0% | -15% | -4% | 12%
CCCN1CCC(=O)N(CCSc2ccc(NC(C)=O)cc2)CC1 | . | 13%&-14% | -10% | -1%&2% | -2% | -3%&2% | . | .
CCNC(=O)c1cc2ccccc2o1 | 10% | -2% | -8% | -1% | -4% | 3% | -13% | 0%
O=C(CCC(=O)c1ccc(Oc2ccccc2)cc1)Nc1ccc(Cl)cc1Cl | 0% | -6% | 3% | 0% | 4% | 8% | 3% | 5%
COC(=O)C1C(=O)C2=C(CC1C)NC(=O)CC2c1ccc(F)cc1 (stereo not given) | 14% | ? | 3% | -3% | 11% | -5% | -7% | .
O=C(CCC1CCCC1)NC1CCCCC1 | 7% | i | 1% | 2% | 7% | -6% | 14% | 5%
O=C(Cn1nnc(-c2ccccc2)n1)N/N=C/c1cccc([N+](=O)[O-])c1 | ? | 0% | 6% | -4% | 10% | -1% | -21% | ?
O=C(CCN1C(=O)C2C3C=CC(C3)C2C1=O)N1CCN(c2cccc(Cl)c2)CC1 (stereo not given) | 7.9µM* | -14% | -2% | -5% | -2% | -6% | -31%[inhibitor] | 19%
NC(=O)NNc1cccc(Cl)n1 | 35µM* | 4% | 9% | -3% | -7% | 2% | 4% | .
CCCCCCn1c(COc2ccccc2F)nnc1SCC(=O)c1c(N)n(C)c(=O)n(C)c1=O | 14% | -2% | 3% | -9% | -8% | -3% | 4% | ?
COc1ccc(C(=O)NCCSC2CCCCC2)cc1 | 3.5µM* | -1% | 5% | 0% | 13% | 0% | 16µM* | 4%
OCCNCc1cc(Br)ccc1OCc1ccc(Cl)cc1Cl | -6% | -2% | -3% | -2% | 2% | -6% | -32%[inhibitor] | -4%
Cc1cccc(NC(=O)Cn2cnc3c(oc4nc5c(cc43)COC(C)(C)C5)c2=O)c1 | 4% | -2% | 31%[activator] | 7% | 2% | -5% | -15% | -9%
CCOC(=O)c1cc2c(ccn2C)n1CC(=O)N(C)C | -5% | i | 0% | -6% | ? | -3% | . | .
O=C(COC(=O)CCc1nc2ccccc2c(=O)[nH]1)Nc1ccc(Cl)cn1 | . | -3% | 82%[activator] | -1% | -2% | -1% | . | .
Cc1ccc(NC(=O)/C(=C\c2cccc(Br)c2)NC(=O)c2ccco2)cc1 | -10% | i | . | -6% | 2% | -8% | . | -2%
Cc1cccc(-n2nnc3cnn(C)c3c2=O)c1 | -1% | -1% | -8% | -1% | 4% | 10% | -25% | -1%
CCN1CCN(CCOc2cccc(Oc3ccccc3)c2)CC1 | ? | i | -12% | 1% | ? | 2% | -12% | 18%[46 µM]
Cc1cc2c(cc1C)CN(c1ccccc1)C2 | . | i | 19% | 2% | 0% | 3% | . | .
Cc1cc(=O)[nH]c2c(N=Nc3ccc(O)cc3)c(N)nn12 | 18µM* | i | 17% | -20%[53 µM] | ? | 8%[53 µM] | . | .
O=C(Nc1ccc2c(c1)OCCO2)c1cccc(S(=O)(=O)N2CCOCC2)c1 | ? | i | 3% | 3% | 8% | 1% | ? | 5%
COc1cc([N+](=O)[O-])cc(/C=N/NC(=O)c2cccnc2)c1O | . | -10% | 0% | -11% | 8.9µM* | 0% | . | .
COC(=O)CSc1nnc(Cc2cc(=O)[nH]c(=O)[nH]2)n1-c1cccc(OC)c1 | 0% | -6% | 5% | -2% | -1% | -14% | -1% | 3%
COc1ccc(NC(=O)COc2nsnc2N2CCOCC2)cc1 | ? | 27% | -3% | -2% | -5% | -6% | -15% | .
COc1ccccc1NC(=O)Nc1ccccc1N1CCOCC1 | . | -1% | 0% | 0% | 1% | -1% | . | .
Cc1ccc(NC(=O)c2c(C(F)(F)F)nn(C)c2SCc2ccc(Cl)cc2)cc1C | -3% | -7% | -6% | -6% | -6% | 2% | -4% | ?
O=C(c1ccc(Cl)s1)N1CCc2ccccc21 | 2% | -6% | 1% | 0% | -3% | 6% | 22µM* | 7%
COc1c(O)cc2oc(-c3ccc(O)cc3)cc(=O)c2c1O | . | -3%&-3% | -9% | -8%&-6% | -8% | 11%&13% | . | .
O=C(CSc1nn(-c2ccc(Cl)cc2)c(=S)s1)NCC1CCCO1 (stereo not given) | ? | -18% | 4% | -5% | 4% | -3% | -15% | 9%[46 µM]
CC(=O)N/C(=C\c1cccc([N+](=O)[O-])c1)C(=O)NC(C)C | -8% | 0% | -6% | -1% | -29% | -7% | -5% | 2%
COc1ccc(-n2c(C)cc(C(=O)COC(=O)Cc3n[nH]c(=O)c4ccccc34)c2C)cc1 | 1% | 0% | 9% | -4% | -4% | -2% | -35%[inhibitor] | ?
Cc1nc(C(=O)NC2CC2)sc1C1(C)CC(c2ccccc2)=NO1 (stereo not given) | . | i | -11% | -2% | -5% | -4% | . | .
O=C(c1ccc(N2CCOCC2)nc1)N1CCOCC1 | ? | -3% | . | -2% | -2% | 2% | . | -14%
CC(C)Cn1c(O)c(/C=C2\C=NN=C2c2ccccc2)sc1=S | -11% | -19% | -7% | 2% | 1% | 6% | -13% | ?
Cc1ccc(NC2CC(C)NC(=S)N2)cc1 (stereo not given) | . | -8% | 0% | -2% | -5% | 0% | . | .
O=C1CCCC2=C1C1(CCCC1)N=C(Nc1nc3ccccc3s1)N2 | ? | 0% | 4% | -6% | ? | 4% | -13% | 2%
CCOC(=O)Cn1c(=O)c2c(nc3n2CCN3Cc2ccccc2)n(C)c1=O | 1% | -5% | 7% | -6% | 0% | -2% | -29% | 4%
COc1ccc2c(c1)C1(C)CC(C)(C)N2C(=O)N1c1ccccc1 (stereo not given) | ? | i | -16% | -1% | 1% | 3% | -28% | ?
CCOc1nc(N=C(N)N)nc2c(C)cccc12 | ? | 28% | 14% | -2% | ? | -10% | -29% | -12%
CCOc1ccccc1OC(=O)c1ccco1 | 8% | i | 3% | 0% | 2% | -5% | -6% | 0%
CC(O)(CS(=O)(=O)Cc1ccccc1)C(=O)Nc1cccc(C(F)(F)F)c1 (stereo not given) | -3% | i | -2% | 1% | 6% | 0% | 8% | 5%
Cc1ccc2oc(-c3cccc(NC(=O)c4cc(-n5cnnc5)ccc4Cl)c3)nc2c1 | -6% | -2% | 92%[activator] | -1% | -4% | 4% | -8% | 0%
COc1ccccc1/C=C/C(=O)Nc1cccc(C(C)=O)c1 | 16% | i | 14% | 0% | 8% | 5% | 13% | ?
Cc1ccc(NC(=O)c2ccc(CNS(=O)(=O)c3cccc(C(F)(F)F)c3)cc2)cc1 | 6% | ? | 15% | -4% | 6% | -6% | 2% | 5%
COc1ccc(CCN2C(=O)C3C4C=CC(C5CC45)C3C2=O)cc1OC (stereo not given) | 4µM* | i | 6% | 0%[53 µM] | -2% | 11%[53 µM] | . | .
COc1cc(Br)cc2cc(C(=O)N3CCN(c4ccccn4)CC3)c(=O)oc12 | 0% | -2% | 5% | -7% | -15% | -4% | -9% | 0%
CC(=O)N=C1SC2CS(=O)(=O)CC2N1c1c(Cl)cccc1Cl (stereo not given) | ? | -2% | . | 1% | -1% | 2% | . | ?
COc1cc(-c2nnc(SCC(=O)Nc3ccc4c(c3)OCCO4)o2)cc(OC)c1OC | ? | -6% | -4% | 0% | 1% | -1% | -13% | 1%
O=c1[nH]ncc(N2CCCCCC2)c1Cl | 10µM* | -3% | 8% | -3% | 6% | 5% | . | 6%[46 µM]

Continuation.
Structure | ALDH1A1 block | RECQ1 helicase | RGS12 GoLoco inh | TR SRC2 fluor cs | KDM4E inh | TRb-SRC2 inh | SMN2 splice up | Lamin A splicing
CCC(C)NC(=O)COc1ccc(Br)c(C)c1 (stereo not given) | -4% | -3% | -2% | 2% | 5% | 2% | -6% | -5%
O=C(CSc1ncn[nH]1)Nc1ccnc2ccccc12 | 22µM* | -1% | -4% | -1% | 4% | 9% | -26% | 3%
COC(=O)CSc1ccc2c(N)c(C(=O)OC)sc2c1 | ? | -4% | 4% | -4% | ? | 3% | ? | 6%
CC(C)CC(=O)NC(NC(=S)Nc1ccccc1)C(Cl)(Cl)Cl (stereo not given) | -5% | 0% | 6% | -2% | -4% | -3% | -7% | -12%[46 µM]

Assay outcomes: PubChem BioAssay, National Center for Advancing Translational Sciences (NCATS)
